Source: PubChem BioAssay (Broad Institute)
RAD52 inh = blocks human RAD52 DNA annealing; recombinant RAD52 DNA annealing, FRET fluorescence; AID 651710; 360,000 tested, 0.46% active; inhibition, % at 18.7 µM; P43351;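 active means every replicate showing at least 50% inhibition; inconclusive means mean inhibition at least 50% but not in every replicate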
RAD54 inh = RAD54 (human) branch migration inhibition; 360,000 tested, 0.14% active; inhibition, % at 10.4 µM; AID 602329; RAD54 Holliday junction branch migration, FAM/BHQ fluorescence; Q92698;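 active means mean normalized replicate activity at least 40 and at least half of replicates scoring 40 or more; inconclusive means only one of the two criteria met; inactive means mean below 40 and under half of replicates reaching 40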;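 further: 0% = median of neutral control wells and 100% = median of positive control wells; inhibitors cause a drop in the FAM fluorescence signal; in these data hits start at about 50%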
CASP6 VEID inh = caspase-6 (human) enzyme inhibition; inhibition, % at 12.5 µM; 350,000 tested, 0.53% active; P55212; purified caspase-6, Z-VEID-R110 cleavage fluorescence;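 active means mean inhibition across replicates at least about 35%, with every replicate also reaching that limit, limit read from the data; inconclusive means only one of the two criteria met; inactive means neither criterion met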;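 further: 0% = median of neutral control wells and 100% = no fluorescence left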
Target sequence (P55212 24-179 limits assumed): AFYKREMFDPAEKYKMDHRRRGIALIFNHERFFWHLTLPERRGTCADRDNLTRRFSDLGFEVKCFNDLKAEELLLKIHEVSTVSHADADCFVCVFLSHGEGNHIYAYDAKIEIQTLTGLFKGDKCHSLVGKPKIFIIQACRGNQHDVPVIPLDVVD
Target sequence (P55212 194-293 limits assumed): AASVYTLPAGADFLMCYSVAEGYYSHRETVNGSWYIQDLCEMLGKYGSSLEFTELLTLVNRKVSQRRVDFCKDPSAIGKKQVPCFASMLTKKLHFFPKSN
esBAF inh = SWI/SNF esBAF complex inhibition | 350,000 tested, 2% active | reporter increase, % at 12.5 µM | mouse ES cells, Bmi1-luciferase knock-in reporter, 24 h; 100% = twice the neutral-well signal; in the data active means activation above about 40%; inconclusive means no clear call, values can overlap the other calls;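 further: 0% = median of the plate's neutral control wells and 100% = double that signal; a rise in the Bmi1 reporter signal indicates esBAF inhibition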
ERp5 block = inhibitors of human ERp5; Q15084; ERp5 insulin aggregation, absorbance 650 nm, 90 min; inhibition, % at 9.99 µM; 350,000 tested, 0.05% active;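 active means mean replicate inhibition above about 25%, with every replicate also reaching it, limit read from the data, passing the limit was not always enough; inconclusive means only one of those two criteria met; inactive means neither criterion met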
Target sequence (Q15084 whole entry, looked up): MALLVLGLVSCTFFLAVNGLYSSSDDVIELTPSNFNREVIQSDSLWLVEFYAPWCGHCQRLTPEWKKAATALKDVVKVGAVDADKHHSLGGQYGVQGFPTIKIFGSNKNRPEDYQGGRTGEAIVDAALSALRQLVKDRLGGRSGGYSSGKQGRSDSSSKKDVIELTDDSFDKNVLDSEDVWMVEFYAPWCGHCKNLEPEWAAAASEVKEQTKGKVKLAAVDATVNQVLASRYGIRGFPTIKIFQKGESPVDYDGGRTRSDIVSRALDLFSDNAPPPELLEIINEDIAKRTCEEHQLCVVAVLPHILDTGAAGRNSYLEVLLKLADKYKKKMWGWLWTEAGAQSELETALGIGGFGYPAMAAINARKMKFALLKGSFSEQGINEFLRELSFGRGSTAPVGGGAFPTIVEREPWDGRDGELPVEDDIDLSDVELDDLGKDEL
ARNT TACC3 PPI = ARNT/TACC3 interaction disruption; 390,000 tested, 0.66% active; inhibition, % at 9.99 µM; Q9Y6A5; AlphaScreen His-ARNT PAS-B/GST-TACC3 binding, luminescence; TACC3 fragment carries E629A point mutation; AID 623870;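 active means mean inhibition of replicates at least 50% and at least half of replicates each reaching 50%; inconclusive means half or more replicates reach 50% but mean below 50%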;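 further: 0% = complete ARNT plus TACC3 wells and 100% = ARNT alone without TACC3; many hits fall short of the cut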
PglD inh = inhibitors of Campylobacter jejuni PglD acetyltransferase. AID 602405. 360,000 tested, 0.098% active. inhibition, % at 12.5 µM. purified PglD enzyme, DTNB colorimetric CoA detection; in the data active means inhibition above about 16%, passing the limit was not always enough; inconclusive means no clear call, values can overlap the other calls; further: strong numbers were not always called active
E-sel inducer = E-selectin induction on HUVECs | HUVEC E-selectin immunofluorescence imaging; normalized: neutral wells 0, TNF-alpha wells 100 | activation, % at 7.58 µM | 260,000 tested, 0.37% active | AID 686992;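 active means mean E-selectin-positive cell signal at least 10% of the positive control, reached in at least 60% of replicates, without over 20% cell loss; inconclusive means no rule given, readout overlaps actives, possibly toxicity-flagged; inactive means the rest, including those meeting only one limit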;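 further: in these data hits start at about 27%; measured in HUVEC primary endothelial cells; signal is the percent of cells scored E-selectin positive by PE staining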
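assay system = HUVEC, human umbilical vein endothelial cells | input = 3,000 HUVEC seeded per well | medium = EGM-2 growth medium on 0.1% gelatin-coated wells | dosing = one compound dose added by pin transfer | signal = immunofluorescence imaging | read-out basis = % PE-positive cells | control set = TNF-alpha, DMSO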
Numbers without * were called inactive; ? = inconclusive; nt = no result given.

Under each structure – RAD52 inh	RAD54 inh	CASP6 VEID inh	esBAF inh	ERp5 block	ARNT TACC3 PPI	PglD inh	E-sel inducer
COCCNC(=O)C[C@@H]1C[C@@H]2c3cc(NS(=O)(=O)c4ccc(F)cc4)ccc3O[C@@H]2[C@@H](CO)O1
  nt	-6.9	nt	-2.5	nt	-5.2	0.2	-0.3
Cc1nn(C)cc1C(C(=O)NC1CCCCC1)N(C(=O)Cc1cccs1)c1ccc(F)cc1 (stereo unspecified)
  -0.2	nt	-0.1	nt	6.6	-1.2	nt	-0.5
Cc1ccc(C(=O)OC(C)C(=O)NC(C)CCc2ccccc2)o1 (stereo unspecified)
  -5.6	-4.3	-2.4	6.9	-4.1	nt	1.0	nt
C[C@@H]1CCCCO[C@@H](CN(C)Cc2ccc3c(c2)OCO3)[C@H](C)CN([C@H](C)CO)C(=O)c2cc(NC(=O)Nc3ccc(F)cc3)ccc2O1
  -2.0	-0.4	0.0	-5.2	-4.5	6.5	1.1	0.0
O=C(NCc1ccccc1)c1cc[n+](CC(=O)c2cccs2)cc1
  -11.4	-7.3	-6.5	nt	1.5	-25.8	5.4	0.9
O=C(NCc1ccc2c(c1)OCO2)c1ccc2snnc2c1
  nt	0.9	nt	-2.9	nt	0.4	-7.1	nt
O=C(C[C@@H]1C=C[C@H](NC(=O)C2CC2)[C@@H](CO)O1)Nc1nccs1
  2.3	-1.7	0.8	2.9	3.6	10.8	2.2	0.3
CC1CCC(C(=O)NC(C(=O)NCc2ccccn2)C(C)C)CC1 (stereo unspecified)
  nt	2.6	nt	-3.4	nt	-9.1	4.1	nt
O=C(NCc1ccc(F)cc1)[C@@H]1[C@@H](CO)[C@@H]2Cn3c(cccc3=O)[C@@H]2N1C(=O)c1cccnc1
  2.1	24.7	2.5	-1.4	-1.8	-3.9	1.4	-0.1
O=C(CS(=O)CC(=O)N(CC(=O)NC1CCCC1)C1CCCCC1)Nc1ccc(F)cc1 (stereo unspecified)
  nt	1.2	nt	-5.3	nt	-1.3	1.0	nt
CCOC(=O)c1ccc2nc3c(cc2c1)CCS3
  nt	-1.1	nt	49.9*	nt	0.7	2.0	nt
CCCCOc1ccc(NC(=O)CSCC(=O)OCC)cc1
  -128.2	5.0	2.8	-12.3	1.1	-6.0	6.7	nt
O=C(COc1ccccc1F)OCC(=O)c1ccc([N+](=O)[O-])cc1
  -14.7	-0.1	-4.3	-3.1	-1.8	nt	6.3	0.6
O=C(O)c1ccc(Nc2ncnc3ccccc23)cc1
  -7.2	-8.7	-3.1	7.9	3.2	7.8	-6.7	nt
CC(C)n1c(Nn2cnnc2)nc2ccccc21
  nt	11.8	nt	-6.9	nt	6.5	2.7	nt
C=CCc1c(C)[nH]c(=S)c(C#N)c1C
  nt	-8.7	nt	-1.6	nt	4.1	-3.3	nt
COC(=O)c1cccc(NC(=S)N2CCOCC2)c1
  13.4	2.8	-3.8	-6.0	1.5	5.0	-1.8	nt
Cc1nc2c(OCc3ccc(Cl)cc3Cl)cccn2c1N(C)CC1CC1
  -12.5	0.3	-1.1	-4.2	-0.1	nt	1.6	0.0
CCOC(=O)Cc1csc(NC(=O)c2ccc(N3CCOCC3)cc2[N+](=O)[O-])n1
  -7.7	7.4	-0.5	5.3	nt	5.7	6.8	-1.3
CC(=O)c1cccc(NC(=S)NC(=O)c2ccc(C)cc2)c1
  -10.1	nt	-0.9	nt	-13.9	0.6	nt	nt
C=CCC1Cc2c(Br)cccc2C(CC=C)N1 (stereo unspecified)
  -10.3	nt	0.2	nt	-3.2	2.4	nt	1.3
O=C(O)CCC(=O)N1N=C(c2c(-c3ccccc3)c3cc(Cl)ccc3[nH]c2=O)CC1c1cccs1 (stereo unspecified)
  -7.9	nt	1.4	nt	-4.2	2.7	nt	nt
O=[N+]([O-])c1cc([N+](=O)[O-])c(Oc2ccccc2F)cc1NN1CCCCC1
  -16.4	-3.1	-0.8	8.6	-3.5	-3.2	3.4	0.1
CCOc1ccc(-c2nc(CSCC(=O)N3CCN(c4cccc(OC)c4)CC3)c(C)o2)cc1
  -17.1	-4.5	-1.0	-25.2	-0.2	3.6	0.0	0.0
COc1ccccc1N1CCN(C(=O)c2ccc3c(=O)n(Cc4ccco4)c(=S)[nH]c3c2)CC1
  -17.6	-6.9	1.1	-2.9	4.9	7.7	-1.8	nt
C=CCNC(=O)c1ccc2nccnc2c1
  -11.7	-17.7	8.6	-7.9	4.4	-0.8	-3.8	nt
CN(C)C(=O)CCc1ccc2c3c([nH]c2c1)[C@]1(C)[C@@H](C(=O)N2CCOCC2)C[C@H](CC(=O)NCCCn2ccnc2)C(=O)N1CC3
  -5.0	-10.4	-51.3	-6.6	5.1	-0.5	-2.5	-0.2
Cc1cc(C#N)c(C)n1-c1cc(C(F)(F)F)ccc1N1CCOCC1
  -25.0	-15.1	0.8	-5.7	-0.8	3.1	-5.1	nt
S=c1[nH]nc(-c2ccc3ccccc3n2)o1
  nt	0.9	nt	3.5	nt	10.7	8.8	nt
CCC(C)(C)NC(=O)C(c1ccncc1)N(C(=O)c1sc(C)nc1C)c1ccc(C)cc1 (stereo unspecified)
  -4.6	nt	1.4	nt	2.2	2.2	nt	2.7
COc1ccc(OC(=O)Cc2cccc3ccccc23)cc1
  3.5	-3.1	2.1	-8.0	0.5	4.2	2.2	0.2
CC(O)(c1ccc(F)c(F)c1)c1nc(-c2ccncc2)cs1 (stereo unspecified)
  -18.4	5.7	-71.7	-7.9	4.2	nt	-1.9	-0.1
Cc1nc2nc(SCc3ccccc3)[nH]n2c(=O)c1CCC(C)C
  -0.5	1.4	1.5	2.0	0.4	-3.6	-2.0	nt
COc1cc(/C=C2/SC(=O)NC2=O)ccc1OCc1ccccc1
  -3.4	-2.0	2.4	13.5	7.1	29.0	0.2	nt
COc1ccc(-c2cn3ccc4ccccc4c3n2)cc1
  nt	-1.0	nt	14.3	nt	23.5	-4.9	nt
O=C(NCc1ccncc1)c1cn(-c2ccccc2)nc1-c1cccnc1
  -22.0	nt	1.8	nt	?	-1.5	nt	0.2
CN1C(=O)c2cccc(N(C)C)c2C1=O
  -11.7	-5.3	-4.0	1.6	-0.6	1.1	2.4	nt
Cc1noc(C)c1S(=O)(=O)N(C)C[C@@H]1OCCCC[C@@H](C)Oc2ccc(NC(=O)Cc3ccccc3)cc2C(=O)N([C@@H](C)CO)C[C@H]1C
  -23.3	-0.4	-2.8	7.0	-1.9	7.2	-0.8	-0.3
Cc1ccc(S(=O)(=O)CCNC(=O)Cc2ccc(Cl)cc2)cc1
  -8.9	nt	-0.7	nt	1.4	-3.4	nt	nt
O=C(O)CSc1ncnc2scc(-c3ccc(Br)cc3)c12
  -28.2	13.4	2.8	-1.7	0.5	-6.9	6.0	0.2
COc1cc(S(=O)(=O)Nc2c(C)cc(C)cc2C)ccc1Cl
  nt	5.3	nt	-1.0	nt	1.1	-7.4	nt
COc1cccc(-c2ccc(NC(=O)C3CCCN(CCCn4nc(C)cc4C)C3)cc2)c1 (stereo unspecified)
  -28.8	0.6	-0.9	7.9	5.7	16.6	-2.6	nt
O=C1CC(c2ccccc2)Oc2cc(O)cc(O)c21 (stereo unspecified)
  -1.6	-4.3	4.9	60.3*	-5.9	-30.0	3.1	nt
Cc1ccc(C2CC(=O)c3cnn(-c4nc(C)cc(C)n4)c3C2)cc1 (stereo unspecified)
  -8.1	nt	0.4	-7.2	2.9	-3.5	nt	nt
CCOC(=O)C1CCCN(C(=O)c2ccc(S(=O)(=O)N3CCCC3)cc2)C1 (stereo unspecified)
  -11.1	-7.0	-0.3	2.4	-3.0	nt	-2.2	nt
CC1(C)Cc2c(sc(NC(=O)c3ccco3)c2C(=O)O)CO1
  -17.9	5.3	37.5*	61.3	2.8	-0.5	2.6	nt
CN(C)CCCNc1oc(-c2ccc(Cl)cc2)nc1C#N
  nt	12.1	nt	12.3	nt	-1.7	0.3	nt
O=C(Cn1nc(C(=O)O)c2ccccc2c1=O)Nc1cc(S(=O)(=O)N2CCOCC2)ccc1Cl
  -12.8	12.9	0.1	-10.7	2.2	16.8	-3.4	0.0
O=C(NCc1ccco1)/C(=C/c1ccc(Cl)cc1)NC(=O)c1ccco1
  0.3	-3.3	2.1	-5.1	5.5	nt	2.1	0.1
Cc1ccc(-n2ncc3c(NCc4ccco4)ncnc32)cc1C
  1.5	nt	1.3	nt	5.3	-11.0	nt	0.0
O=C(Cc1ccccc1Cl)N/N=C/c1cccnc1
  1.2	-2.8	0.0	0.0	12.9	0.1	-1.8	nt
O=C(O)C1CC=CCC1C(=O)NC12CC3CC(CC(C3)C1)C2 (stereo unspecified)
  nt	7.6	nt	-4.8	nt	-1.5	-1.5	nt
COc1ccc(NC(=O)c2ccccc2NC(=O)c2ccco2)c(OC)c1
  nt	3.9	nt	4.6	nt	10.6	1.2	nt
CCCn1c(C)cc(/C=C(\C#N)C(=O)O)c1C
  -1.2	-13.6	18.6	nt	0.6	0.2	1.7	nt
CC(=O)Oc1cc2cccc(OC(C)=O)c(=O)c2c(OC(C)=O)c1OC(C)=O
  nt	6.9	nt	-18.7	nt	19.9	0.1	nt
O=C(Cn1cc2c(n1)CCCC2)NCCCN1CCN(C2CCCCC2)CC1
  -1.0	-10.4	-38.2	0.9	-2.9	-2.6	3.2	-0.1
COc1ccc(S(=O)(=O)Nc2ccc3c(c2)C(=O)N([C@H](C)CO)C[C@H](C)[C@H](CN(C)S(=O)(=O)c2ccc(C)cc2)O3)cc1
  -17.7	-4.6	-1.2	-5.1	3.3	51.6*	-2.7	0.1
CCCNC(=O)[C@@H]1[C@@H](CO)[C@@H]2Cn3c(cccc3=O)[C@H]1N2C(=O)Nc1cc(F)ccc1F
  19.5	-2.5	-1.4	-7.9	nt	35.0	-3.2	-0.2
Cc1ccc2cccc(OCc3ccccc3)c2n1
  -7.5	-0.3	4.8	nt	0.5	nt	0.8	0.1
FC(F)Sc1nc2ccccc2[nH]1
  2.3	nt	0.2	-0.6	-3.0	-3.4	nt	4.0
